# Source: PubChem
# DNMT1 block – blocks human DNA methyltransferase DNMT1; P26358; DNMT1 molecular beacon, Hinp1I cleavage, fluorescence; AID 588458; 360,000 tested, 0.83% active; inhibition (reported as % activation of signal), % at 10 µM; in the data active = inhibition above about 50%
# SUMO1 PPI mod – alters human SUMO1 binding to SIM partners; P63165; SUMO1 binding to a labelled peptide, TR-FRET, 1 h; inhibition, % at 20 µM; 360,000 tested, 0.33% active; in the data active = inhibition above about 37%
# Target sequence (P63165 whole entry, looked up): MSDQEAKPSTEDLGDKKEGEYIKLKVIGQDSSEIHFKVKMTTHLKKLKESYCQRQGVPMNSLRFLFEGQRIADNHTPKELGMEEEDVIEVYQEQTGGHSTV
# TbMetRS inhib – Trypanosoma brucei MetRS inhibition; purified T. brucei MetRS, ATP depletion, Kinase-Glo luminescence; inhibition, % at 11.9 µM; 360,000 tested, 0.4% active; AID 624268;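 active = inhibition above a per-plate cutoff of the control wells' mean inhibition plus 3 SD, cut at about 5.5% in these data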;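 note: 0% = DMSO wells median and 100% = median of wells with control inhibitor compound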
#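 Material: T. brucei methionyl-tRNA synthetase, purified; reagent: substrates ATP, L-methionine and bulk Escherichia coli tRNA; dosing: 11.9 µM single point; timing: 15 min plus 2 h at 25 °C; detection: luminescence of leftover ATP; evaluation: % inhibition; control set: DMSO-only wells as low control; replicates: singlicate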
# LMPTP inh – blocks human LMPTP phosphatase; P24666; recombinant LMPTP-A, OMFP fluorogenic substrate, fluorescence intensity; inhibition, % at 20 µM; 360,000 tested, 0.22% active; AID 651560;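 active = compounds that cut the enzyme signal by at least half of the control window in the single-dose screen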;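 note: plate controls were DMSO wells with enzyme plus substrate for no effect and substrate without enzyme for full effect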
#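 Assay system: LMPTP-A, protein tyrosine phosphatase of low molecular weight / Medium: pH 6.0 Bis-Tris buffer with DTT and Triton X-100 / Schedule: 50 min enzyme reaction at room temperature, protected from light / Measured by: endpoint fluorescence intensity from OMFP dephosphorylation / Read-out basis: % inhibition relative to no-enzyme and uninhibited control wells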
# Scp-1 inhibitor – inhibitors of human Scp-1 phosphatase | Q9GZU7 | AID 493091 | 340,000 tested, 0.88% active | Recombinant Scp1, phosphopeptide, malachite green phosphate absorbance | inhibition, % at 20 µM;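 active = inhibition above about 50% at 20 µM, limit read from the data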;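 note: plate controls were DMSO wells with enzyme for no effect and wells lacking enzyme for full effect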
# Target sequence (Q9GZU7 76-261 limits assumed): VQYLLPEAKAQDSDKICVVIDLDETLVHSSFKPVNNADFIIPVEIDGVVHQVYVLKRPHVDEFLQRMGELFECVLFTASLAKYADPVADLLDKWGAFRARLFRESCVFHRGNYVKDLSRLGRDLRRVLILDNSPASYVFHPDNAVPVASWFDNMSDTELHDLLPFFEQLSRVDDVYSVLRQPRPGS
#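 Material: truncated SCP-1 phosphatase (76-261aa) / Buffer or medium: 50 mM Tris acetate pH 5.5, 0.005% Tween-20, 10 mM MgCl2 / Compound dosing: one concentration, 20 µM, with 1.0% DMSO / Incubation: 45 min room-temperature reaction, 5 min colour, 30 min stabiliser / Detection: colorimetric free-phosphate detection, absorbance 630 nm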
# E coli Lon inh – inhibits E. coli Lon protease; inhibition, % at 7.94 µM; purified E. coli Lon protease, fluorescence polarization; 360,000 tested, 0.42% active; in the data active = inhibition above about 13%, passing the limit was not always enough;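 note: 0% = enzyme with probe and DMSO and 100% = no enzyme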
# Target sequence (P0A9M0 whole entry, looked up): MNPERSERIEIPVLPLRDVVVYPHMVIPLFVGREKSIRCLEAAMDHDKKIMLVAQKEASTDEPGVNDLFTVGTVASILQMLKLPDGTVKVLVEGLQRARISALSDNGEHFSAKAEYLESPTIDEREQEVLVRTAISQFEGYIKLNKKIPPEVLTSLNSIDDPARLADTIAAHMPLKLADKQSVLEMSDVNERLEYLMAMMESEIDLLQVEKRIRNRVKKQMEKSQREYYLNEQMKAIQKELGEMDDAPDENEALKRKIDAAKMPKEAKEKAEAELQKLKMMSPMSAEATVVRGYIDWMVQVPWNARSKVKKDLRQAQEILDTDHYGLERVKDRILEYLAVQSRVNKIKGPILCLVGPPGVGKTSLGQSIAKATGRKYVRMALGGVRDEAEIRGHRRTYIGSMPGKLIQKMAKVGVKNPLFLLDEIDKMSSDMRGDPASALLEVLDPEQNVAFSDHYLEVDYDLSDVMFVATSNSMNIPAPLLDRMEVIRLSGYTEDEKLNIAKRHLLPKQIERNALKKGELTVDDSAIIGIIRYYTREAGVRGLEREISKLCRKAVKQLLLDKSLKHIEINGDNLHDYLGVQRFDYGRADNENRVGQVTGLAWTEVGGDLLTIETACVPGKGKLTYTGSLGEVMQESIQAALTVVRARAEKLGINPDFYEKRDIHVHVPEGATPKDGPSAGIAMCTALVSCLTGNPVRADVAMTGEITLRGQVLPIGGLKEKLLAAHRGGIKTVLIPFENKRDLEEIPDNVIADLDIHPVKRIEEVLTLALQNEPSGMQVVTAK
# NRP1-CendR mod – NRP-1/CendR interaction modulation; O14786; FAM-RPARPAR peptide binding to NRP-1, fluorescence polarization; inhibition, % at 25 µM; 360,000 tested, 0.85% active; AID 602438;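 active = inhibition or corrected inhibition above about 18%, plus a signal ratio from 0.5 to 1.5, limit read from the data, passing the limit was not always enough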; note: strong numbers were not always called active
# STEP inh – blocks human striatal-enriched tyrosine phosphatase. recombinant STEP, OMFP fluorogenic substrate, fluorescence. P54829. inhibition, % at 20 µM. 360,000 tested, 0.25% active;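 active = inhibition at 20 µM, scaled per plate between control wells, above about 37%, limit read from the data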;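 note: 0% = DMSO with enzyme and substrate and 100% = substrate only without enzyme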
#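 material = STEP tyrosine phosphatase | reagent = fluorogenic phosphatase substrate OMFP at 25 µM final | doses = single compound dose of 20 µM, 1% DMSO final | schedule = 20 min reaction, room temperature, in the dark | measured by = fluorescence, 480/540 nm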
# MsrA act – activates bovine MsrA enzyme. purified bovine MsrA, absorbance read-out. activation, % at 10.6 µM. 360,000 tested, 0.3% active; in the data active = activation above about 7.5%;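 note: 0% = vehicle and 100% = reference activator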
# MsrA inh – bovine MsrA inhibition; purified bovine MsrA, absorbance read-out; 360,000 tested, 0.75% active; inhibition, % at 15.5 µM; in the data active = inhibition above about 4.5%;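 note: 0% = vehicle wells with enzyme and 100% = reference inhibitor wells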
# The depositor's hits bear a star; . = no result given. Compounds as they come. About 4.3% of those tested had a hit in this group.
[1] O=C(Nc1ccc(C(=O)N2CCCCC2)cc1)[C@H]1O[C@@H](n2ccc(=O)[nH]c2=O)[C@H](O)[C@@H]1O
[2] CCN(CC)c1ccc([N+](=O)[O-])cc1/C=N/NC(=O)CC#N
[3] CCCc1nn2c(=O)cc(CSCC(=O)Nc3ccc(OC)cc3)nc2s1
[4] Clc1c(OCCCn2ccnc2)ccc2ccccc12
[5] CC(C)CCNC(=O)CO/N=C/c1ccccc1OC(F)F
[6] CCN1CCN(C(=O)c2cc3sccc3n2CC(=O)c2ccccc2)CC1
[7] Cc1ccc(-c2ccc(=O)n(CC(=O)NCCCN3CCCCC3)n2)cc1
[8] COCc1c(C(=O)N2CCN(S(=O)(=O)c3ccccc3Cl)CC2)oc2ccccc12

entry no.,1,2,3,4,5,6,7,8
DNMT1 block,-1,5,-1,-3,3,-3,-1,-5
SUMO1 PPI mod,1,-18,-2,-12,-1,0,-13,1
TbMetRS inhib,-0.9,0.1,0.0,-0.5,-0.5,0.1,-0.3,-0.2
LMPTP inh,-1.4,-0.2,1.3,-0.7,-1.1,-0.9,-0.7,0.9
Scp-1 inhibitor,.,-1,-5,3,-1,-6,-7,-10
E coli Lon inh,-12,-8,-14,4,-2,-5,-18,-12
NRP1-CendR mod,-3,2,5,7,-17,5,-1,4
STEP inh,-2,0,0,-1,-2,-3,-2,1
MsrA act,-3,-7,-2,-3,-6,-5,-5,-3
MsrA inh,0.6,-0.6,1.3,0.3,0.2,0.4,0.5,0.9

[9] CCN(CC)C(=O)CSc1nnc(SC(C)C(=O)NC2CC2)s1 (centres undefined)
[10] CCCCCCCNC(=O)C1(CC2CC(c3cccc(Br)c3)=NO2)CCNCC1 (centres undefined)
[11] O=[N+]([O-])c1ccc(-c2cnc(SC(c3ccccc3)c3ccccc3)[nH]2)cc1
[12] COc1ccc(CCNC(=O)CN(C)S(=O)(=O)c2cccs2)cc1
[13] O=C(NCCc1ccccc1)c1ccc(Cl)cc1[N+](=O)[O-]
[14] Cn1ncc(Cl)c1C(=O)N/N=C/c1cc2c(cc1[N+](=O)[O-])OCO2
[15] O=C1CCCN1c1ccc(S(=O)(=O)Nc2ccc3c(c2)OCCO3)cc1
[16] CSCCNC(=O)Nc1c(-c2c(Cl)cccc2Cl)noc1C

entry no.,9,10,11,12,13,14,15,16
DNMT1 block,-1,-32,-16,0,2,-1,5,0
SUMO1 PPI mod,1,-111,-11,2,-29,-27,-13,-1
TbMetRS inhib,-0.3,0.2,0.2,-0.2,0.5,-1.2,-1.7,-0.5
LMPTP inh,-0.9,-6.5,5.8,-0.5,-1.5,-0.4,0.0,-1.4
Scp-1 inhibitor,-4,-1,8,-4,-8,4,0,-11
E coli Lon inh,-3,1,-5,-7,0,-2,-2,-8
NRP1-CendR mod,3,16,-5,3,6,-3,2,12
STEP inh,-2,6,-4,0,0,-1,-3,1
MsrA act,-4,-1,3,-4,0,-11,2,-1
MsrA inh,-0.1,-2.0,0.4,-0.4,-0.2,0.1,-1.9,0.5

# 6 entries picked at random from the list so far, as already listed:
[11] O=[N+]([O-])c1ccc(-c2cnc(SC(c3ccccc3)c3ccccc3)[nH]2)cc1
[14] Cn1ncc(Cl)c1C(=O)N/N=C/c1cc2c(cc1[N+](=O)[O-])OCO2
[9] CCN(CC)C(=O)CSc1nnc(SC(C)C(=O)NC2CC2)s1 (centres undefined)
[13] O=C(NCCc1ccccc1)c1ccc(Cl)cc1[N+](=O)[O-]
[16] CSCCNC(=O)Nc1c(-c2c(Cl)cccc2Cl)noc1C
[12] COc1ccc(CCNC(=O)CN(C)S(=O)(=O)c2cccs2)cc1

entry no.,11,14,9,13,16,12
DNMT1 block,-16,-1,-1,2,0,0
SUMO1 PPI mod,-11,-27,1,-29,-1,2
TbMetRS inhib,0.2,-1.2,-0.3,0.5,-0.5,-0.2
LMPTP inh,5.8,-0.4,-0.9,-1.5,-1.4,-0.5
Scp-1 inhibitor,8,4,-4,-8,-11,-4
E coli Lon inh,-5,-2,-3,0,-8,-7
NRP1-CendR mod,-5,-3,3,6,12,3
STEP inh,-4,-1,-2,0,1,0
MsrA act,3,-11,-4,0,-1,-4
MsrA inh,0.4,0.1,-0.1,-0.2,0.5,-0.4

# New compounds follow.
[17] CCOC(=O)C1=C(c2ccccc2)NC(=O)NC1c1ccc(OC)cc1OC (centres undefined)
[18] CCOC(=O)c1cnn(-c2cc(C(C)(C)C)nc3c(-c4ccccc4)c(C)nn23)c1N
[19] Cc1ccc(C(=O)COC(=O)CCN2C(=O)C3C4CCC(C4)C3C2=O)cc1C (centres undefined)
[20] CCn1c(SCC(=O)Nc2ccc(OC)cc2)nc2nc3c(cc2c1=O)CCCC3
[21] Cc1nn(C)c(=O)c(N)c1-c1cc(-c2ccc(Cl)c(Cl)c2)n[nH]1
[22] C[C@@]12C(=O)Nc3cc(Cl)ccc3C(=O)N1[C@H]1c3cc(Cl)ccc3OC[C@@H]1[C@@H]2c1ccccc1
[23] Cc1ccc(S(=O)(=O)c2cc(O)ccc2O)cc1C
[24] COc1cccc(-c2cc(C(=O)NCCCn3ccnc3)no2)c1

entry no.,17,18,19,20,21,22,23,24
DNMT1 block,4,8,-1,2,-5,2,-2,-1
SUMO1 PPI mod,0,-1,-1,4,-1,-2,-1,2
TbMetRS inhib,-0.6,-0.5,0.3,0.1,-1.2,0.0,0.8,-0.2
LMPTP inh,0.5,-1.0,0.0,1.6,1.2,1.4,-0.6,-1.6
Scp-1 inhibitor,-9,-4,34,4,-3,-4,-13,-1
E coli Lon inh,-3,0,-6,10,4,-2,-5,15
NRP1-CendR mod,12,15,15,0,-9,-8,0,0
STEP inh,-1,-3,2,4,-1,0,1,0
MsrA act,0,-3,-2,-3,-9,0,-2,-2
MsrA inh,0.7,-1.9,0.0,-0.3,-1.2,0.3,-1.6,-1.3

[25] CCC1Oc2ccccc2N(CC(=O)Nc2ccccc2OC)C1=O (centres undefined)
[26] CC(C)(C)OC(=O)N1CCC(C(=O)N[C@@H](Cc2ccccc2)C(=O)O)CC1
[27] COc1ccc(F)cc1S(=O)(=O)NC1CC(C)(C)NC(C)(C)C1
[28] CCCc1c(C(=O)Nc2ccc(F)cc2)cnn1-c1ccccc1
[29] Cc1cc(NC(=O)C2CCN(S(=O)(=O)c3cccs3)CC2)no1
[30] CC(OC(=O)c1ccc(S(C)(=O)=O)c([N+](=O)[O-])c1)C(=O)NC1C2CC3CC(C2)CC1C3 (centres undefined)
[31] CN(c1ccccc1)S(=O)(=O)c1cccc(C(=O)N2CCCCCC2)c1
[32] COc1ccc(/C=N/NC(=O)c2c(C)n(C)c3ccc(OC)cc23)c(OC)c1

entry no.,25,26,27,28,29,30,31,32
DNMT1 block,0,1,0,5,4,1,1,-1
SUMO1 PPI mod,0,-2,-4,1,8,-15,-1,-1
TbMetRS inhib,-0.3,-0.5,-0.7,0.7,-0.5,-1.9,0.0,0.2
LMPTP inh,-1.0,-1.2,-1.2,2.1,1.6,-0.1,-0.4,0.3
Scp-1 inhibitor,-14,-2,2,-10,-9,.,-3,-7
E coli Lon inh,-4,-4,-7,9,-1,1,3,6
NRP1-CendR mod,-7,16,17,-16,-1,-18,2,10
STEP inh,-5,-3,0,3,2,4,0,0
MsrA act,-1,5,-1,-3,0,-6,-4,-5
MsrA inh,-1.3,-0.1,-0.4,-0.8,0.8,0.3,-1.2,4.9*

[33] Cn1ccsc1=NC(=O)c1cccc(OC(F)F)c1
[34] Cc1cc(C(=O)NCCc2ccc(S(N)(=O)=O)cc2)no1
[35] CCCC(=O)Nc1c2c(nn1-c1cccc(Cl)c1)CS(=O)(=O)C2
[36] O=C(COC(=O)c1ccco1)NCc1ccco1
[37] CCOC(=O)C1=C[C@@H](c2ccccc2)N(S(=O)(=O)c2ccc(C)cc2)[C@H]1c1ccccc1Cl
[38] Cc1ccc(NC(=O)CC2C(=O)N(Cc3ccccc3)C(=S)N2NC(=O)c2cccc(F)c2)c(C)c1 (centres undefined)
[39] COc1cccc(N(C(=O)c2snc(C(N)=O)c2N)C(C(=O)NCC2CCCO2)c2ccc(C)o2)c1 (centres undefined)
[40] Cc1ccc(S(=O)(=O)N2CCOCC2)cc1C(=O)N1CC(C)CC(C)C1 (centres undefined)

entry no.,33,34,35,36,37,38,39,40
DNMT1 block,2,2,0,0,2,0,-3,0
SUMO1 PPI mod,-2,1,-2,1,4,-2,-6,-3
TbMetRS inhib,-0.1,-0.1,-0.2,0.3,-1.2,-0.5,-0.5,-0.4
LMPTP inh,-1.6,0.0,0.6,-1.2,-0.2,1.0,0.9,0.6
Scp-1 inhibitor,-9,-11,6,0,.,-2,-8,3
E coli Lon inh,-3,0,-12,1,7,3,-2,-14
NRP1-CendR mod,-4,-1,-2,6,9,0,2,6
STEP inh,0,-3,2,-3,1,0,3,-2
MsrA act,-1,-2,1,-3,-6,-10,-3,-6
MsrA inh,2.6,2.1,0.2,-1.1,1.5,0.6,0.0,0.2

[41] COc1cccc(CNc2nc(NCC3CC3)nc3ccsc23)c1OC
[42] Cc1cc(C)c(O)c(NC(=S)NC(=O)Cc2ccccc2)c1
[43] CCOC(=O)C1=NOC2(C1)C(=O)Nc1ccc(OC(F)(F)F)cc12 (centres undefined)
[44] CC(C)N(Cc1nccn1C)C(=O)c1cc(COc2ccc3ncccc3c2)on1
[45] CCOC(=O)CN(C(=O)c1snc(C(N)=O)c1N)C(C(=O)NC1CCCCC1)c1ccc(F)cc1 (centres undefined)
[46] CCCNC(=O)C1(C)CCN(CCC(=O)c2ccc(Br)cc2)C1 (centres undefined)
[47] O=C(NCC1(c2ccccc2)CCOCC1)c1ccc(Br)o1
[48] CCCCn1c(N)c(N(CCC(C)C)C(=O)c2oc3ccc(OCC)cc3c2C)c(=O)[nH]c1=O
[49] Cc1ccc(S(=O)(=O)NC(C(=O)O)c2ccccc2)cc1 (centres undefined)
[50] CCC(C)N=Cc1c(NCc2ccco2)nc2c(C)cccn2c1=O (centres undefined)
[51] CC(=O)Nc1ccc(S(=O)(=O)NCC(=O)OCC(=O)NC(=O)C2CCCCC2)cc1

entry no.,41,42,43,44,45,46,47,48,49,50,51
DNMT1 block,-5,-4,.,3,6,9,3,-8,1,-3,5
SUMO1 PPI mod,2,-1,2,-3,2,0,4,0,3,-11,2
TbMetRS inhib,0.4,0.4,0.3,-0.5,-1.1,-0.3,-0.3,-0.2,0.3,-0.1,-0.3
LMPTP inh,60*,0.3,-0.1,0.8,-0.5,-0.5,-1.5,-6.2,-0.7,0.4,-1.2
Scp-1 inhibitor,.,-14,.,-8,8,.,1,-6,-1,-2,-5
E coli Lon inh,-2,-8,0,-3,-6,-5,1,-6,-5,-4,2
NRP1-CendR mod,5,13,-3,2,-12,18,4,-15,-4,3,-5
STEP inh,-2,1,.,-2,0,-1,6,1,3,-1,-2
MsrA act,-1,0,-3,-3,-6,-2,-2,-1,-5,-3,-4
MsrA inh,0.7,-0.7,-0.2,-0.5,0.4,-0.5,0.4,-0.6,0.9,1.1,0.6
